Screening data: PubChem BioAssay, National Center for Advancing Translational Sciences (NCATS)
Chronic BCR inh = chronic active BCR signaling inhibition; ABC-DLBCL IkBa-CBG/CBR reporter, luminescence ratio, 4 h; Potency, µM (titrated, usually from 46.1 µM), inactives show at the highest dose ratio change, negative = lower green/red ratio, hits mostly inhibitors; 340,000 tested, 0.05% active; active means well fitted inhibition curve with a large enough effect in the signal ratio, with a control signal flat, not every such curve was filed as active; inconclusive means small, poorly fitted or top-dose-only effect, or effect the other way, or a change in a side signal; the % refers to the signal ratio;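 further: potency means the concentration at half of the fitted maximal effect; plate controls were basal doxycycline-induced cells for no effect and cells given 10 µM MG132 for full effect; MG132 reads +100%, hits lower the ratio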
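TMD8 ABC-DLBCL cells carrying doxycycline-inducible green luciferase fused to IkappaBalpha plus unfused red luciferase were exposed to compounds (up to 46 uM) for 4 hrs at 37C. Activity came from the overlap-corrected green/red luminescence ratio.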
Eya2 inh = inhibitors of human Eya2 phosphatase activity; O00167; recombinant Eya2, OMFP fluorescence dephosphorylation (OMFP is methylfluorescein phosphate); Potency, µM (top dose mostly 76.9 µM), without a hit: top-dose activity, negative = inhibition, usual class: inhibitors; 330,000 tested, 0.006% active; AID 488837; further: potency means the concentration at half of the fitted maximal effect; on the % scale 0 is the no-effect control and ±100 the full control effect
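Eya2 (0.2 uM) preincubated 10 min at ambient with compound, then OMFP substrate added at 50 uM; 10 min reaction in 50 mM HEPES pH 7.5, 50 mM NaCl, 5 uM MgCl2, 0.05% BSA, 1 mM DTT. Fluorescence read at Ex 485/Em 525 nm.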
TCR activator = activates T cell receptor signaling; AID 504894; Potency, µM (top dose mostly 9.22 µM), for the others: at the highest dose activation of IL-2 secretion, hits mostly activators; primary human leukocytes, anti-CD3, IL-2 HTRF, 48 h; 330,000 tested, under 10 active; further: % of control where 0% means no effect
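HTRF read-out of IL-2 secretion: europium cryptate donor excited at 320nm, d2 acceptor emission at 665nm. Cells were primary human leukocytes incubated 48 hr with compounds and a-CD3 beads, supplying TCR signal only.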
Tb PFK block = blocks T. brucei phosphofructokinase | O15648 | T. brucei PFK, ADP-Glo luminescence | Potency, µM (highest dose often 57.5 µM), without a hit: top-dose activity, negative = inhibition, most hits filed as inhibitors | 330,000 tested, 0.17% active;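 further: potency means the concentration at half of the fitted maximal effect; 0% = uninhibited 1x PFK enzyme wells and -100% = no-enzyme wells; nearly all actives have a fitted effect of over 60% in size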
Target sequence (O15648 whole entry, looked up): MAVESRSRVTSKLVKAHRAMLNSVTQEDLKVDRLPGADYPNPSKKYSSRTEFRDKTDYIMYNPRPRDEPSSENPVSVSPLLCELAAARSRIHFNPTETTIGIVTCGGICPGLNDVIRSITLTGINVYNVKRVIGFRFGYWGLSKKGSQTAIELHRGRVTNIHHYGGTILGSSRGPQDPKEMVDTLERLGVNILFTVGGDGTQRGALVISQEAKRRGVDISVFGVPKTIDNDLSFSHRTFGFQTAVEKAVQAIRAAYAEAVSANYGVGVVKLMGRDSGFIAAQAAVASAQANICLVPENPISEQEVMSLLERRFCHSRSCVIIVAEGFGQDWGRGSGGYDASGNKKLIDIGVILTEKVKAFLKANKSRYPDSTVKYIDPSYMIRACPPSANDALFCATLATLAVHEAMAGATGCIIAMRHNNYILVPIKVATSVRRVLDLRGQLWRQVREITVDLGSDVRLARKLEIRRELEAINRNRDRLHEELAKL
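PFK 1.25 nM, F6P 0.5 mM, ATP 0.1 mM, 0.1 M TEA pH 8.0, 5 mM MgCl2, 0.01% Tween20, 0.1% BSA; 45 min RT. ADP-Glo readout. qHTS titration up to 57 uM; curves fitted, compounds curve-classed.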
uPA surface inh = cell surface uPA generation inhibition; cell surface uPA generation assay, qHTS; AID 540303; Potency, µM (highest dose often 38.3 µM), without a hit: at the highest dose activity change, negative = inhibition, hits mostly inhibitors; 330,000 tested, 0.31% active; active means well fitted inhibition curve with a large enough effect; inconclusive means small, poorly fitted or top-dose-only effect; inactive means no such curve, though single readings can be large or run the other way; tested in mouse RAW 264.7 cells; further: potency means the concentration at half of the fitted maximal effect; on the % scale 0 is the no-effect control and ±100 the full control effect; nearly all actives have a fitted effect of over 55% in size
Mito fusion yeast = blocks mitochondrial division or promotes mitochondrial fusion; AID 485298; 320,000 tested, 0.23% active; Potency, µM (highest dose often 46.1 µM), without a hit: at the highest dose growth rescue (activation), hits mostly activators; S. cerevisiae fusion-defective mutant growth rescue, CellTiterGlo 48 h;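 further: potency means the concentration at half of the fitted maximal effect; % of control where 0% means no effect; nearly all actives have a fitted effect of over 45% in size; temperature-sensitive fusion mutants such as fzo1-1 at 37 °C on non-fermentable ethanol glycerol medium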
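Compounds are tested for their ability to restore growth of mitochondrial fusion-defective yeast strains at non-permissive 37C in YPEG medium over 48 hours. Viability is quantified by luciferase luminescence.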
TSG101-PTAP inh = blocks PTAP/TSG101 interaction to inhibit HIV-1 budding; Potency, µM (doses to about 115 µM), for the others: top-dose activity change, negative = inhibition, most hits filed as inhibitors; Fluorescence polarization, FITC-PTAP peptide / Tsg101 binding; 340,000 tested, under 10 active; Q99816; active means well fitted inhibition curve with a large enough effect in the main read-out, with a control signal flat, not every such curve was filed as active; inconclusive means small, poorly fitted or top-dose-only effect, or effect the other way, or a change in a side signal; inactive means no such curve, though single readings can be large or run the other way; further: potency means the concentration at half of the fitted maximal effect; % of control where 0% means no effect
Target sequence (Q99816 whole entry, looked up): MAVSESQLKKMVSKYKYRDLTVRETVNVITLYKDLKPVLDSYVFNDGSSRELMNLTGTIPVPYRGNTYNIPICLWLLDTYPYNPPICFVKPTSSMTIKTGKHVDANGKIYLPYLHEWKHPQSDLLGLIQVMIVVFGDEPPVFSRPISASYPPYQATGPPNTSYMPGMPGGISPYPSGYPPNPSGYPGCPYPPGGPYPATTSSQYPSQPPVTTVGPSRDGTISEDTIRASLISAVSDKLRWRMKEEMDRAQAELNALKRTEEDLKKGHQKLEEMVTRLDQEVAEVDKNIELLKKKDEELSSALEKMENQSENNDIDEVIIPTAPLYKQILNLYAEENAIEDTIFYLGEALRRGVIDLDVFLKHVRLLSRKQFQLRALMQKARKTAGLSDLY
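FP read-out: FITC-PTAP peptide, 50 nM final, binding Tsg101 binding domain, 10 uM final; 20 min, r.t.; 10 mM HEPES pH 7.5, 0.15 M NaCl, 0.01% Tween 20, 3 mM EDTA, 0.1 mM TCEP.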
USP2a block = inhibitors of human ubiquitin-specific protease USP2a | O75604 | Potency, µM (titrated, usually from 38.3 µM), inactives show at the top dose activity change, negative = inhibition, usual class: inhibitors | AID 463254 | 330,000 tested, 0.01% active | USP2 core, Ub-CHOP2 coupled fluorogenic reporter, 485/531;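 further: potency means the concentration at half of the fitted maximal effect; plate controls were DMSO wells for no effect and full inhibition by NEM control for full effect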
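USP2 core (10nM final) preincubated 30min RT with compound in 20mM Tris-HCl pH 8.0, 2mM CaCl2, 2mM beta-mercaptoethanol, 0.05% CHAPS; 25nM Ub-CHOP2 plus 25nM reporter substrate added, fluorescence (Ex485/Em531) read after 60min.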
B2AR arrestin = agonists driving beta-arrestin recruitment to human beta2-adrenergic receptor; 330,000 tested, 0.02% active; beta-arrestin recruitment to beta2AR, cell-based reporter; Potency, µM (titrated, usually from 46.1 µM), for the others: at the top dose activation, hits mostly activators; P07550;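 further: potency means the concentration at half of the fitted maximal effect; 0% = DMSO controls and full agonism = EC100 isoproterenol or metaproterenol; nearly all actives have a fitted effect of over 65% in size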
ELG1 DNA repair = inhibitors of ELG1-dependent DNA repair in HEK293T cells; 330,000 tested, 2.3% active; AID 504467; Potency, µM (highest dose often 46.1 µM), inactives show at the highest dose activity change, negative = inhibition, usual class: inhibitors; HEK293T ELG1-luciferase reporter, luminescence, 16 h; DNA damage induced by 5-fluorouridine; further: potency means the concentration at half of the fitted maximal effect; on the % scale 0 is the no-effect control and ±100 the full control effect; nearly all actives have a fitted effect of over 55% in size
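DMSO vehicle served as the neutral condition. Each well held 2,000 cells given 5-fluorouridine plus compound; after 16 hr at 37 °C/5% CO2, ONE-Glo was added and luciferase measured 30 min later.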
TSHR antagonist = blocks TSH signaling through the human TSH receptor; 330,000 tested, 0.2% active; AID 504810; activity change, negative = inhibition, % at 11.5 µM; TSHR-expressing cells, TSH-stimulated cAMP HTRF, 2 h; hits give low values; P16473;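 active means activity change below a set negative limit, meaning inhibition stronger than a set level, cut at about -70% in these data; inconclusive means activity change between two set negative limits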; further: on the % scale 0 is the no-effect control and ±100 the full control effect
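Cell-based HTRF cAMP assay; TSHR cells + compound, TSH EC80 (4nM final), 2 h, 37 deg C. Lysis with anti-cAMP cryptate and cAMP-d2, 30 min RT, read 665/620 nm.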
An asterisk follows results filed as active; u = inconclusive; x = no result given; [ ] = another dose, or the depositor's remark. Unless noted, the call rests on the fitted dose curve; in most records, active means well fitted curve in the direction sought with a large enough effect; inconclusive means small, poorly fitted or top-dose-only effect, or another doubt; inactive means no such curve, though single readings can be large; an effect the other way counts as inactive or inconclusive.

SMILES	Chronic BCR inh	Eya2 inh	TCR activator	Tb PFK block	uPA surface inh	Mito fusion yeast	TSG101-PTAP inh	USP2a block	B2AR arrestin	ELG1 DNA repair	TSHR antagonist
CCN(CC1CCCO1)C(=O)CCc1nnc(CCc2ccc(OC)cc2)o1 (configuration not stated)	2%	0%	-1%	-1%	-4%	2%	1%	-9%	0.5%	23%	-2
CC(C)c1ccc(OCC(=O)NC(C)c2ccccc2)cc1 (configuration not stated)	0%	-13%	-2%	-3%	7%	0%	3%	0%	0.1%	-9%	-16
O=C(Cc1ccccc1F)OCC(=O)N1CCc2ccccc21	3%	-5%	-1%	-1%	-1%	-7%	1%	1%	-0.1%	5%	9
COCc1c(C(=O)N2CCN(c3ncccn3)CC2)oc2ccccc12	2%	-7%	0%	0%	1%	1%	-3%	1%	0.4%	2%	8
Cc1ccccc1NC(=O)Nc1ccccn1	-5%	-18%	-4%	-1%	2%	0%	-5%	1%	0.2%	u	9
COc1ccc(C)cc1N1CC(C(=O)OCc2nc(N)nc(Nc3ccccc3C)n2)CC1=O (configuration not stated)	u	2%	15%	-1%	1%	-5%	-2%	2%	-0.3%	11%	-7
CCC1Oc2ccc(C)cc2N(CC(=O)N2CCN(c3ccc(F)cc3)CC2)C1=O (configuration not stated)	-4%	4%	12%[46.1 µM]	-1%	-23%	23%	-1%	3%	-0.7%	-7%	-9
O=C(NCc1n[nH]c(=S)n1Cc1ccccc1)c1ccc(Cl)cc1Cl	-2%	2%	3%	2%	10%	1%	2%	-1%	-0.3%	-28%	1
CC1=NNC(=O)C1CCC(=O)N/N=C/c1ccccc1 (configuration not stated)	-14%	-3%	8%	-1%	1%	-1%	-1%	-7%	-0.1%	5%	2
CCOC(=O)C1=C(COC(=O)c2cc(OC)c(OC)c(OC)c2)NC(=O)NC1C (configuration not stated)	u	-7%	8%	-7%	3%	0%	-3%	-1%	-0.4%	-18%	-2
CCSc1ccccc1C(=O)Nc1cc(OC)c(OC)c(OC)c1	-1%	3%	1%	0%	-1%	7%	-3%	1%	0.1%	u	0
CS(=O)(=O)c1ccccc1-c1nnc(NC(=O)c2ccc(S(=O)(=O)N3CCCC3)cc2)o1	u	7%	-211%	-7%	6%	2%	-2%	-5%	0.0%	7%	11
O=C1ON=C(c2ccccc2)/C1=C/c1cccnc1	5%	9%	-6%	-4%	-13%	-2%	-8%	0%	-0.2%	6%	0
Cc1cc(=O)n2nc(N3CCCC3C(=O)NCc3ccccn3)sc2n1 (configuration not stated)	0%	5%	1%	1%	2%	-6%	2%	4%	-0.1%	11%	-4
Cc1cccc([C@@H]2[C@@H]3C(=O)N(Cc4ccccc4)C(=O)[C@@H]3[C@]3(CC(C)C)C(=O)N(c4cccc(F)c4)C(=O)N23)c1	u	-9%	0%	-1%	4%	8%	-9%	1%	0.0%	u	1
Cc1cc2oc(C(=O)Nc3ccc(S(=O)(=O)Nc4nccs4)cc3)cc(=O)c2cc1Cl	u	-9%	1%[46.1 µM]	0%	14%	1%	-7%	-26%	-0.2%	5%	-23
COC(=O)COc1ccc2c(-c3ccc(OC)cc3)cc(=O)oc2c1	u	-8%	4%	2%	3%	1%	-1%	3%	-0.1%	0%	-19
CCc1ccc(CN2CCC(n3nccc3NC(=O)c3ccccc3C)CC2)cc1	1%	-10%	-3%	-4%	-6%	-6%	-2%	-8%	-0.7%	u	20
CC(=O)Nc1ccc(NC(=O)CSc2nccn2Cc2ccc(Cl)cc2)cc1	-1%	9%	0%	-3%	-3%	5%	-4%	0%	-0.9%	u	17
COc1ccc(CCN2CC(C(=O)N(C)CC(=O)Nc3ccc(Cl)c(C(F)(F)F)c3)CC2=O)cc1OC (configuration not stated)	-1%	-28%	-5%	-7%	0%	-8%	-1%	-1%	-0.5%	u	4
COc1ccc(C2c3[nH]c4ccccc4c3CCN2Cc2ccoc2)c(F)c1 (configuration not stated)	u	-10%	2%	-4%	19%	u	-3%	3%	3.5%	13%	-13
Cc1ccc(C(=O)N(CC(=O)NC2CCCC2)Cc2cccs2)s1	-2%	7%	-12%	-1%	-4%	7%	-8%	-2%	-0.5%	3%	13
COc1ccccc1NS(=O)(=O)c1ccc(OC)c(OC)c1	-2%	-7%	3%	-2%	-3%	-4%	-6%	-3%	-0.2%	-5%	4
COc1ccccc1CCNC(=O)CSc1nc(-c2ccco2)cc(C(F)(F)F)n1	4%	1%	13%	3%	7%	0%	-1%	2%	0.2%	12%	3
CCOc1ccc2oc(C(=O)OCC(=O)NC3CCCC3)c(C)c2c1	0%	2%	2%	-2%	12%	0%	-3%	-1%	0.1%	u	2
COc1ccc(C(=O)Nc2ccc(-c3cn4ccsc4n3)cc2)cc1S(=O)(=O)N1CCOCC1	u	-1%	4%	-1%	x	3%	0%	4%	0.0%	u	-18
COc1ccccc1C(=O)N/C(=C\c1cn(C)c2ccccc12)C(=O)N1CCOCC1	-11%	-7%	-9%	1%	0%	-2%	-1%	4%	0.1%	12%	-2
NC(=O)CC(NC(=O)Cc1ccc(Br)cc1)c1ccc(N2CCCCCCC2)c([N+](=O)[O-])c1 (configuration not stated)	19%	-2%	0%	2%	-30%	-1%	-1%	-1%	-1.3%	11%	-10
COc1cccc(N2C(=O)C(CC(=O)Nc3ccc(F)cc3)N(C3CCCCC3)C2=O)c1 (configuration not stated)	8%	-23%	-4%	-2%	0%	5%	5%	3%	-0.2%	-7%	-1
CCN(CC)c1ccc(/C=C(/C#N)C(=O)NCc2ccccc2)o1	u	41%	4%[46.1 µM]	3%	-5%	13%	u	u	-0.2%	u	8
O=C1N(Cc2ccc(F)cc2)CCN1c1ccc(F)cc1	1%	5%	-5%	-1%	-5%	7%	-2%	6%	-0.5%	u	-2
COc1ccc2nc(C)cc(Nc3ccccc3O)c2c1	u	5%	-4%	-6%	-20%	-4%	-1%	4%	4.4%	5%	-6
O=C(COc1ccc(Br)cc1)Nc1ccncc1	u	10%	-3%	u	1%	0%	0%	2%	-0.3%	-21%	-16
Cc1cc(C)n2nc(SC(C)C(=O)N3CCCC3)nc2n1 (configuration not stated)	-2%	0%	-3%	-2%	-3%	0%	-2%	-1%	-0.5%	21%	14
CC1(NC(=O)NCc2ccccc2)CCS(=O)(=O)C1 (configuration not stated)	-6%	-3%	-4%	4%	6%	3%	-1%	2%	-0.1%	12%	-1
O=C(CSc1nc(C(F)(F)F)cc(=O)[nH]1)Nc1cccc2ccccc12	-6%	-27%	-6%	0%	-1%	-2%	-4%	-1%	-0.2%	3%	-3
O=C(COC(=O)CCNS(=O)(=O)c1ccc2c(c1)OCCO2)NC1CCCc2ccccc21 (configuration not stated)	0%	-15%	x	-3%	1%	-1%	-3%	-2%	-0.6%	6%	-8
COC(=O)c1ccc(NC(=O)NC2CCCCC2)cc1	u	-1%	-5%[46.1 µM]	-1%	-2%	-9%	-3%	2%	-1.1%	u	1
COc1ccc(-n2c(C)cc(C(=O)COc3ccc(-n4cnnn4)cc3)c2C)cc1	-1%	-5%	2%	2%	-10%	0%	0%	5%	-0.3%	-1%	-16
CCOCCCNC(=O)c1cn(C)c2ccc(S(=O)(=O)N3CCCC3)cc2c1=O	6%	-1%	-4%	3%	-7%	-3%	-4%	0%	0.5%	6%	1
CCOC(=O)c1c(C)c(C(=O)NC2CCCCCC2)c(C)n1C	0%	-20%	-6%	0%	x	-2%	-4%	0%	0.3%	u	1
COc1cccc(CC(=O)OCC(=O)NC2(C#N)CCCC2)c1	u	-11%	8%	-1%	4%	2%	0%	2%	-0.3%	1%	-7
Cc1ccc(S(=O)(=O)N[C@@H](C)C(=O)OCC(=O)N2c3ccccc3NC(=O)C2(C)C)cc1	6%	12%	x	0%	16%	0%	-4%	2%	-0.2%	8%	10
